CHO-K1 Ca ag – counter-screen for M1 agonists: effect in parental CHO-K1 cells | activation, % at 3 µM | hit rate 0.48% among 360,000 | Fluo-8 calcium fluorescence; scaled to maximal ATP response, vehicle zero; in the data active = activation above about 15%;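 also: untransfected CHO-K1 host cells lacking M1 receptor as counterscreen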
CHO-K1 Ca antag – M1 antagonist counterscreen hit in parental CHO-K1 cells. hit rate 0.6% among 360,000. ATP-induced calcium, Fluo-8 fluorescence. inhibition, % at 3 µM. AID 602250;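 active = inhibition above a per-plate cutoff, the plate's mean sample inhibition plus 3 SD, cut at about 24% in these data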;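 also: 0% = DMSO plus EC80 ATP and 100% = DMSO alone without ATP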
CHRM5 agonist – agonists of human muscarinic M5 receptor (CHRM5). activation, % at 3 µM. CHO-K1 hM5 cells, Fluo-8 calcium fluorescence; 0% DMSO wells, 100% maximal acetylcholine response. P08912. hit rate 0.19% among 360,000. AID 624037;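 active = activation above the run's mean over test compounds plus 3 SD, cut at about 23% in these data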;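 also: signal is peak over basal fluorescence ratio across the kinetic read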
Target sequence (P08912 whole entry, looked up): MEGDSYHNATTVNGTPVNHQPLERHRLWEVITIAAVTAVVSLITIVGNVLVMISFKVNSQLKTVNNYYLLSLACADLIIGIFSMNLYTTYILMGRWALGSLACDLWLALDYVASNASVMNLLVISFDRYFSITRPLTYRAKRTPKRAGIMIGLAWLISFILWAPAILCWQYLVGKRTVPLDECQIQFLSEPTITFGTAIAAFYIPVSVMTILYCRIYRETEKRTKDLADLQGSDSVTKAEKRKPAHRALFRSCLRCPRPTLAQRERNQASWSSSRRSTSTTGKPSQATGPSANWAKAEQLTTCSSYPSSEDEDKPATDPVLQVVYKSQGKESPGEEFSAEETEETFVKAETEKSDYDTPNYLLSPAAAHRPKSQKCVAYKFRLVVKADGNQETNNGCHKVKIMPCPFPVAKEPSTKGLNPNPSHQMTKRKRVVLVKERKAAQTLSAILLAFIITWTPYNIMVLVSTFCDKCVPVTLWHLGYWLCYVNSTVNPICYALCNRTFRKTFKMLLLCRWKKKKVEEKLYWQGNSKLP
M5 antag – antagonists of human muscarinic M5 receptor (CHRM5). P08912. CHO-hM5 cells, Fluo-8 calcium fluorescence, ACh EC80. hit rate 0.59% among 360,000. AID 624040. inhibition, % at 3 µM;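 active = inhibition above a per-plate cutoff, the mean of that plate's test compounds plus 3 SD, cut at about 27% in these data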;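 also: 0% = acetylcholine EC80 with DMSO and 100% = DMSO without agonist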
M4 ag – agonists of human muscarinic M4 receptor (CHRM4); CHO-K1 hM4/Gqi5, Fluo-8 calcium fluorescence; vehicle 0%, full acetylcholine response 100%; activation, % at 3 µM; hit rate 0.14% among 360,000; AID 624127;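 active = activation above the run mean over all test wells plus 3 SD, cut at about 32% in these data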;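 also: peak over basal fluorescence ratio per well then scaled between controls; 0% = DMSO wells and 100% = acetylcholine at EC100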
Target sequence (P08173 whole entry, looked up): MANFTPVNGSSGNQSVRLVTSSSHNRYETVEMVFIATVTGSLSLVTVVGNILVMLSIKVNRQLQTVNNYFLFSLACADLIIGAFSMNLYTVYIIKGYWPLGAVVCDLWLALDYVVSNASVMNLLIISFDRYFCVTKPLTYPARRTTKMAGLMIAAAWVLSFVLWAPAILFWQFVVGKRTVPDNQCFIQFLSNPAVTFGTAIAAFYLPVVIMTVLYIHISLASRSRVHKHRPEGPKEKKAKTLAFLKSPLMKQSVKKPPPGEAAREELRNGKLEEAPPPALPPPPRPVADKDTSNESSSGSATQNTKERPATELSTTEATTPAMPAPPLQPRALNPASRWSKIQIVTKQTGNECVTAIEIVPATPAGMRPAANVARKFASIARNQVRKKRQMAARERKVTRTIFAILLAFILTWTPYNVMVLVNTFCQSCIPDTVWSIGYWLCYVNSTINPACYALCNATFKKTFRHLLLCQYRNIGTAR
M1 PAM parental – nonselective activator or artifact in parental CHO-K1 calcium assay; hit rate 0.02% among 360,000; activation, % at 3 µM; AID 602247; ATP EC20, Fluo-8 calcium fluorescence; 0% at ATP EC20, 100% at ATP max;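 active = activation above the run cutoff, the mean activation of all test compounds plus 3 SD, cut at about 40% in these data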;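 also: peak over basal fluorescence ratio in a 140 s read after ATP addition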
CHRM4 PAM – positive allosteric modulators of human muscarinic M4 receptor | P08173 | CHO-K1 hM4/Gqi5, Fluo-8 calcium fluorescence, ACh EC20; 0% = ACh EC20, 100% = maximal ACh | activation, % at 3 µM | hit rate 0.4% among 360,000 | AID 624126;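 active = activation above its plate's cutoff, the mean activation of sample wells plus 3 SD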; also: some results filed as inactive read as strong as hits
M5 PAM – potentiates acetylcholine response at human M5 receptor. CHO-K1 hM5, Fluo-8 calcium, ACh EC20 PAM; 0% = ACh EC20, 100% = ACh EC100. hit rate 0.3% among 360,000. activation, % at 3 µM;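 active = activation above the run cutoff, the mean activation of all test compounds plus 3 SD, cut at about 18% in these data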
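Replicates: One well per compound, no replicates | System: Human M5 receptor in CHO-K1 cells | Benchmarks: Low control EC20 acetylcholine (0%), high control EC100 acetylcholine (100%) | Probe or stimulus: Acetylcholine, EC20 level | Times: Fluo-8 loading 80 min at 37 °C plus 30 min room temperature | Signal: Intracellular calcium via Fluo-8 fluorescence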
CHRM4 antagonist – CHRM4 antagonism in calcium assay | P08173 | inhibition, % at 3 µM | CHO-hM4 cells, ACh EC80, Fluo-8 calcium fluorescence | hit rate 0.73% among 360,000;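 active = inhibition above its plate's cutoff, the mean inhibition of sample wells plus 3 SD, cut at about 27% in these data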;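 also: 0% = acetylcholine EC80 with DMSO and 100% = DMSO without agonist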
* marks the source's active call; other numbers are inactive results.

The first 2 compounds (preview)
SMILES	CHO-K1 Ca ag	CHO-K1 Ca antag	CHRM5 agonist	M5 antag	M4 ag	M1 PAM parental	CHRM4 PAM	M5 PAM	CHRM4 antagonist
COc1cc(/C=N/NC(=O)c2cccc([N+](=O)[O-])c2)ccc1OC(=O)c1ccco1	0.1	0	0	-19	1	-7	10	7	0
Cc1nc(N2CCC(C)CC2)c2c(C)c(C(=O)Nc3ccc(C)c(F)c3)sc2n1	-0.1	-1	2	-14	1	-2	1	0	-4

The whole of this part, repeating the preview:
SMILES	CHO-K1 Ca ag	CHO-K1 Ca antag	CHRM5 agonist	M5 antag	M4 ag	M1 PAM parental	CHRM4 PAM	M5 PAM	CHRM4 antagonist
COc1cc(/C=N/NC(=O)c2cccc([N+](=O)[O-])c2)ccc1OC(=O)c1ccco1	0.1	0	0	-19	1	-7	10	7	0
Cc1nc(N2CCC(C)CC2)c2c(C)c(C(=O)Nc3ccc(C)c(F)c3)sc2n1	-0.1	-1	2	-14	1	-2	1	0	-4
CCOC(=O)c1c(C)c(C(=O)N2CCCCCC2)c(C)n1CC	0.4	-27	2	7	0	16	-4	-2	14
O=C(COC(=O)c1cc2ccccc2cc1O)NC(=O)NCc1ccco1	0.4	4	-2	4	2	-8	-6	5	-5
Nc1cc(S(=O)(=O)N2CCCCC2)ccc1Oc1ccccc1	7.2	-8	-1	8	4	5	-8	-9	1
CCOC(=O)c1c(-c2ccc(C)cc2C)csc1NC(=O)CSc1nnnn1C	1.1	-23	-5	1	7	6	-10	-15	10
COc1cccc(-c2nn(-c3ccc(C)cc3)cc2C(=O)NCC2CCCO2)c1 (configuration not stated)	1.8	-7	-2	9	6	-10	2	-13	-10
CS(=O)(=O)N(CC(=O)N1CCN(c2ccccc2)CC1)C1CCCCC1	0.5	-3	2	5	2	9	3	0	-5
Cc1nn(-c2ccccc2)c(N2CCCCC2)c1/C=N/NC(=O)c1ccncc1	1.6	-2	0	0	3	13	-1	1	1
CCN(CC)S(=O)(=O)c1ccc(OC)c(NC(=O)c2ccc(=O)[nH]c2)c1	-0.3	-9	-1	13	1	7	1	1	-3
CCN(CCCNC(=O)CC1Oc2ccc(C)cc2NC1=O)Cc1ccccc1 (configuration not stated)	0.0	-8	-2	-1	-1	22	-3	-1	1
CC1(C)CC2(OC2c2ccccc2[N+](=O)[O-])C(=O)c2ccccc21 (configuration not stated)	1.3	-9	-1	0	7	11	-6	-5	-14
O=C(NNC(=S)Nc1ccc(F)cc1F)c1ccco1	0.9	5	-4	-4	0	-3	-2	-4	-3
Cc1cnc([N+](=O)[O-])n1CCOC(=O)c1cccc(F)c1	0.2	-4	-5	-8	1	2	-1	4	-10
O=C1c2ccccc2[C@@H]2C[C@@H](O)[C@H](Nc3cccc(Cl)n3)CCN12	7.4	-14	4	-3	21	20	-9	-7	-16
COc1cc2c(cc1OC)CN(C(=O)CSc1n[nH]c(N)n1)CC2	-0.2	-1	-4	-3	0	15	2	5	-4
O=C(NC1CCN(Cc2ccccc2)CC1)c1cccc(Br)c1	2.3	-15	-8	-11	1	9	-12	15	-8
CCc1cc(OCCN2C(=O)NC(C)(C)C2=O)ccc1Cl	0.7	-5	-1	3	1	13	5	0	-6
CNC1(c2nnnn2-c2ccccc2C)CCOC(C)(C)C1 (configuration not stated)	0.4	2	4	-4	0	5	3	11	4
COc1ccc(NC(=S)NC2CCCC2)c(OC)c1	0.1	10	-2	-5	0	-2	-5	8	0
O=C(O)CCCN1C(=O)C2C3CC(C2C1=O)C1C(c2ccccc2)c2sc(=O)n(-c4ccccc4)c2SC31 (configuration not stated)	1.0	1	-1	4	2	12	-1	-11	2
COc1ccccc1CCNC(=O)c1cccc(NC(=O)CC2SC(N3CCCCC3)=NC2=O)c1 (configuration not stated)	0.5	-12	2	1	2	8	-2	-16	18
O=C(Oc1ccccc1C(=O)N1CCOCC1)c1cccc(Br)c1	2.6	-2	-2	-5	5	11	2	2	5
COCCN(C(=O)CCC(=O)Nc1ccccn1)C(C(=O)NC(C)(C)C)c1ccc(OC)cc1 (configuration not stated)	0.1	-10	-2	5	1	8	2	-1	-7
COc1ccc(Cl)cc1NC(=O)CN(C)CC(=O)Nc1ccc(C)cc1Br	1.4	-15	-1	9	3	-5	-5	-3	-3
Cc1c(CC(=O)O)c(=O)oc2cc3occ(-c4ccc(F)cc4)c3cc12	-0.5	-3	-2	-5	0	4	5	6	-4
CCc1noc(N)c1C(=O)Nc1ccc(Cl)cc1	0.4	-10	-3	-5	0	18	5	5	5
CCN(CC)CCNc1ccc(Cl)cc1[N+](=O)[O-]	0.4	-6	-13	8	1	-1	0	-16	-4
CC1(C)OC(=O)C2=C(CC(c3ccccc3)OC2CCc2ccccc2)O1 (configuration not stated)	6.2	-11	0	-1	-1	24	-4	2	0
O=C(NC(O)C(=O)c1ccccc1)c1cccs1 (configuration not stated)	0.8	-2	1	1	3	-2	7	-7	-6
COc1cc2c(cc1OC)CN(CC(=O)NC(=O)NCc1ccccc1)CC2	0.4	2	-7	0	3	13	-2	3	-19
Cc1ccc(C(=O)N2CCN(c3ncccn3)CC2)o1	0.1	1	0	-2	0	-2	-5	-2	0
O=C(NCCCn1ccnc1)C(Cc1ccccc1)N1C(=O)c2ccccc2C1=O (configuration not stated)	-0.1	16	-1	-4	1	-1	12	3	4
CCOC(=O)c1cnc(-c2ccccc2)nc1Oc1ccc(OC)cc1	0.2	-8	0	6	1	10	-1	1	-1
COc1cccc(NS(=O)(=O)c2ccc3c(c2)CCN3C(C)=O)c1	14	8	8	16	14	-18	-11	-14	3
Nc1ccccc1SCc1cn2cccnc2n1	0.3	-6	1	6	1	0	-6	-13	4
COc1ccc(Cc2nnc(NS(=O)(=O)c3ccc(NC(C)=O)cc3)s2)cc1	0.1	-3	-1	9	-1	10	2	-3	-13
Cc1c(C(=O)Nc2ccccc2)cn2c(nc3ccccc32)c1C#N	1.6	-4	2	5	2	23	-1	-3	8
CCN(c1ccccc1)c1cc2ccccc2c(=O)[nH]1	1.9	-4	-4	13	1	15	1	1	11
Nc1nc(N2CCCCC2)nc(N2CCCCC2)n1	1.2	-3	-6	-3	0	18	3	4	7
COc1cc(NC(=O)CN2C(=O)NC(c3ccccc3)(c3ccccc3)C2=O)cc(OC)c1	3.5	-13	0	-9	10	26	9	6	-3
COc1ccc(CN(CC(=O)NC2CCCC2)C(=O)CCC(=O)Nc2nc(C)cs2)cc1	0.8	-5	0	13	3	2	-2	4	4
CN(C)c1cccc(NC(=O)C2Cc3c(-c4ccccc4Oc4ccccc4)ccnc3O2)c1 (configuration not stated)	0.1	2	-2	1	2	-5	0	-7	0
Cc1ccc(CN2CCC(C(=O)NCCC(C)C)CC2)o1	0.2	-11	-8	-1	0	20	0	10	0
CC1CN(C(=O)COC(=O)c2ccc(Cl)nc2)CC(C)O1 (configuration not stated)	0.2	1	2	4	1	-12	0	8	1
CC(C)CCNC(=O)C1CC(c2cccc([N+](=O)[O-])c2)=NO1 (configuration not stated)	0.9	-6	1	12	6	10	8	2	-2
Cc1nn(-c2ccccc2)cc1/C=N/NC(=O)c1cccs1	1.1	-7	3	8	3	7	1	0	-9
CSc1nc(N(C)C)nc(N(C)C#N)n1	1.9	-14	1	7	0	27	0	6	2
CN1CCN(Cc2nc(-c3cccs3)no2)CC1c1ccccc1 (configuration not stated)	1.0	-9	-3	-7	2	14	15	4	-10
COc1ccc2c(c1)C(=O)Nc1cc(Cl)ccc1N2	2.5	-8	-1	4	4	8	3	7	1
Cc1cnc(NC(=O)CSc2nnc3ncccn23)s1	0.3	-3	-1	7	1	-25	-11	1	7
COc1ccc(-c2cc3nc(NCC4CCCCC4)n(C)c(=O)c3s2)cc1OC	0.3	-4	0	-3	0	-3	-3	3	5
Cn1c(Cn2c(=O)sc3ccccc32)nnc1SCC(=O)N1CCCC1	-0.3	5	1	-1	7	14	4	3	-12
CN(C)S(=O)(=O)c1cccc(C(=O)Nc2ccccc2Cl)c1	0.1	-7	-1	-2	0	0	-8	0	15
CC1=CC(=O)C(C(C)C)=C/C1=N/OC(=O)c1cccc([N+](=O)[O-])c1	1.8	-14	-4	-2	2	21	12	4	-5
COc1c2ccoc2c(OC(C)=O)c2oc(C)cc(=O)c12	0.6	-14	-2	4	1	18	2	2	-4
C=CCNC(=O)c1n[nH]c2c1CC(C(C)(C)CC)CC2 (configuration not stated)	-0.7	1	-9	4	1	-11	0	-6	2
CN(CC(=O)Nc1c(Cl)cccc1Cl)C(=O)Cc1ccsc1	2.5	-13	2	4	1	12	8	4	-12
CCOC(=O)[C@H]1[C@H]2COc3ccc(OC)cc3[C@@H]2N2C(=O)c3ccccc3NC(=O)[C@@]12C	-0.7	5	-5	4	5	-16	5	-13	-17
COc1cc(/C=N\NC(=O)CNC(=O)C(c2ccccc2)c2ccccc2)ccc1O	3.7	2	6	0	7	1	-14	-4	-1
(further entries)
SMILES	CHO-K1 Ca ag	CHO-K1 Ca antag	CHRM5 agonist	M5 antag	M4 ag	M1 PAM parental	CHRM4 PAM	M5 PAM	CHRM4 antagonist
CCC(=O)N1CCc2cc(S(=O)(=O)N3CCc4ccccc4C3)ccc21	-0.1	-6	-1	-2	0	13	2	-1	-2
CCOc1ccc(N2CC(=O)SC2=S)cc1	1.2	-21	0	-2	2	20	9	-2	-2
COc1cccc(Cn2nc3c4cc(F)ccc4n(Cc4ccc(F)cc4)cc-3c2=O)c1	0.1	-4	0	8	-1	0	-3	0	-5
CC1CCCN(CC(O)COCc2ccc3c(c2)OCO3)C1 (configuration not stated)	-0.2	-5	0	-1	1	-8	-2	9	-9
O=C(COC(=O)c1ccc(-c2ccc([N+](=O)[O-])cc2)o1)NC(=O)NC1CCCCC1	1.5	-6	-5	12	2	22	-8	-10	6
COc1ccccc1-c1csc(NC(=O)c2ccc(N3C(=O)CCC3=O)cc2)n1	6.3	-5	10	1	15	5	-7	-3	-3
CCOC(=O)C1(CCOc2ccccc2)CCN(Cc2cc(OC)c(O)cc2Cl)CC1	1.0	-7	-5	5	5	7	-3	-7	-1
COc1ccc2cc(C(c3nnnn3C(C)(C)C)N3CCSCC3)c(=O)[nH]c2c1 (configuration not stated)	0.9	-13	3	4	1	14	5	4	-3
CCc1ccccc1OCC(=O)OCC(=O)c1c(N)n(C)c(=O)n(C)c1=O	1.2	1	-4	0	7	-8	4	-1	-17
CC(Oc1ccc(Cl)cc1)C(=O)Nc1ccc(S(=O)(=O)Nc2nccs2)cc1 (configuration not stated)	4.1	-13	7	7	7	35	12	8	2
COc1cccc(C(=O)NCCS(=O)(=O)N2CCN(c3ccccc3)CC2)c1OC	1.6	6	1	3	4	-4	-1	-2	-16
COc1ccc(OC)c(/C=C2\SC(=S)N(Cc3cccnc3)C2=O)c1	0.3	-9	2	-5	1	8	-4	0	-2
O=C(Cc1cccs1)N=Nc1c(O)[nH]c2ccc(Br)cc12	-0.9	-13	-2	9	-1	9	-6	0	0

Reprinted from the results shown for reference:
SMILES	CHO-K1 Ca ag	CHO-K1 Ca antag	CHRM5 agonist	M5 antag	M4 ag	M1 PAM parental	CHRM4 PAM	M5 PAM	CHRM4 antagonist
CCc1ccccc1OCC(=O)OCC(=O)c1c(N)n(C)c(=O)n(C)c1=O	1.2	1	-4	0	7	-8	4	-1	-17
CC(Oc1ccc(Cl)cc1)C(=O)Nc1ccc(S(=O)(=O)Nc2nccs2)cc1 (configuration not stated)	4.1	-13	7	7	7	35	12	8	2
COc1cccc(C(=O)NCCS(=O)(=O)N2CCN(c3ccccc3)CC2)c1OC	1.6	6	1	3	4	-4	-1	-2	-16

Screening data from PubChem.
